NTR1 ag – agonists of NTR1, primary screen, imaging, U2OS cells, beta-arrestin-GFP, high content (AID 493036); Neurotensin receptor type 1 (Homo sapiens), P30989; NTR1-U2OS beta-arrestin-GFP spot imaging, agonist mode; activation, % at 20 µM; hit rate 0.17% among 330,000;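 active = activation at or above 40% of the spot to cytoplasm intensity ratio, with at least 20 cells analyzed; inconclusive = wells under 20 cells, flagged as cytotoxic or low count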;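 also: 0% = DMSO without peptide and 100% = 100 nM NTR1 peptide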
Target sequence (P30989 whole entry, looked up): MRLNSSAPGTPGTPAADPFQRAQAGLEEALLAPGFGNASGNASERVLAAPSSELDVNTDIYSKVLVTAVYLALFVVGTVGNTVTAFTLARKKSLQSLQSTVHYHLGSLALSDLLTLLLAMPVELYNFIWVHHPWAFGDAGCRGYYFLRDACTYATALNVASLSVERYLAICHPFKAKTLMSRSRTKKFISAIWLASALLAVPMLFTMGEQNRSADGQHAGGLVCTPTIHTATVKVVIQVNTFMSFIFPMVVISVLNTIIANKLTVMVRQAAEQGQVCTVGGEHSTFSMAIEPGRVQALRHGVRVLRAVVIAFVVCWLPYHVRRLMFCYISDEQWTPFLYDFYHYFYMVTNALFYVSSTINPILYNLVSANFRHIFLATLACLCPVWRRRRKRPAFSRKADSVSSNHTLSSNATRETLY
Large T inhibition – SV40 large T antigen inhibitors, biochemical (AID 1903); hit rate 0.39% among 310,000; SV40 large T antigen ATPase/helicase inhibition assay; higher % means a stronger effect; inhibition, % at 20 µM; hits with a dose series show IC50 in µM; in the data active = a potency from the dose series; inconclusive = inhibition mostly from about 32% at the one dose, without a potency; inactive = the rest, 99 in 100 with inhibition below about 32%; also: strong numbers were not always called active
K1F lysis inhibition – inhibition of K1F phage lysis, E. coli UTI89, bacterial capsule biogenesis inhibitors, alamar blue (AID 488966); E. coli UTI89 K1F phage lysis, alamar blue, 2 h; higher % means a stronger effect; inhibition, % at 100 µM, or IC50 in µM where a hit was titrated; hit rate 0.02% among 340,000;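 active = phage lysis inhibition, versus mean bacterial control, above a set limit; inconclusive = no clear call, values can overlap the other calls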;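 also: capsule biogenesis inhibitors block K1F phage lysis so surviving cells raise fluorescence; higher fluorescence means more inhibition of phage lysis; actives were called in the ten point dose series up to 300 µM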
West Nile antiviral – West Nile virus antiviral activity, cell-based, CPE readout (AID 1621). West Nile virus-infected cells, CPE inhibition; higher % means a stronger effect. one-dose CPE inhibition, % at 10 µM; IC50 in µM for titrated hits. hit rate 0.02% among 290,000; in the data active = a potency from the dose series; inconclusive = CPE inhibition mostly from about 3.7% at the one dose, without a potency; inactive = the rest, 99 in 100 with CPE inhibition below about 2.2%; also: strong numbers were not always called active
Rac1 GTP hydrolysis – MgcRacGAP GTPase-activating activity inhibitors, confirmation, biochemical, ADP Hunter fluorescence. Rac GTPase-activating protein 1 (Homo sapiens). MgcRacGAP-stimulated Rac1 GTP hydrolysis, ADP Hunter fluorescence; higher % means a stronger effect; GST-tagged Rac1 F28L mutant substrate. inhibition, % at 30 µM; hits with a dose series show IC50 in µM. hit rate 0.6% among 340,000;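 active = first-screen hits whose inhibition reached a set limit at any dose in the follow-up dose series; inconclusive = inhibition above the set first-screen limit but never retested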;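 also: fluorescence reports GDP produced by GAP-driven GTP hydrolysis; strong numbers were not always called active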
RSV CPE inhibition – RSV antiviral activity via CPE protection, HEp-2 cells, primary 10 µM value included (AID 2391); HEp-2 cells, RSV-induced CPE inhibition; higher % means a stronger effect; one-dose CPE inhibition, % at 10 µM; IC50 in µM for titrated hits; hit rate 0.13% among 310,000; in the data active = a potency from the dose series; inconclusive = CPE inhibition mostly from about 23% at the one dose, without a potency; inactive = the rest, 99 in 100 with CPE inhibition below about 21%; also: strong numbers were not always called active
SIAH1 antagonists – Siah-1 peptide-binding antagonists, primary screen, biochemical, fluorescence polarization, rhodamine-plectin, uHTS (AID 1817); one-dose displacement, % at 20 µM; IC50 in µM for titrated hits; Siah-1 / rhodamine-plectin peptide fluorescence polarization; higher % means a stronger effect; E3 ubiquitin-protein ligase SIAH1 (Homo sapiens); hit rate 0.02% among 290,000;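 active = displacement of at least 50% at 20 µM, with a fluorescence ratio check between 0.3 and a set limit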;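 also: plate controls were Siah plus tracer with DMSO for no effect and tracer alone without Siah for full effect; strong numbers were not always called active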
NS5 inhibitors – Dengue-2 NS5 methyltransferase inhibitors, primary screen, biochemical, confirmation dose response (AID 588689). Genome polyprotein (Dengue virus type 2 (strain 16681-PDK53)). Dengue-2 NS5 methyltransferase capping enzyme assay, biochemical; higher % means a stronger effect. inhibition, % at 25 µM; hits with a dose series show IC50 in µM. hit rate 0.3% among 340,000; in the data active = a potency from the dose series; inconclusive = inhibition above about 29% without an active follow-up result
AID2073 – inhibitors of Mint1-CaV2.2 protein interaction, biochemical, HTRF (AID 2073). one-dose inhibition, % at 20 µM; IC50 in µM for titrated hits. Voltage-dependent N-type calcium channel subunit alpha-1B (Homo sapiens). HTRF protein-protein interaction, Mint1-CaV2.2; higher % means a stronger effect. hit rate 0.19% among 290,000; in the data active = inhibition mostly above about 51%, no sharp cut-off; inconclusive = no clear call, values can overlap the other calls; inactive = mostly below about 53%; also: some results filed as inactive read as strong as hits
NTR1 ag cell count 20 µM – recorded beside NTR1 ag, whose call it bears; cell count; measured here: cell count, cytotoxicity flag
An asterisk follows results filed as active; ? = inconclusive; nt = no result given; [ ] = dose if it differs, or a comment.

SMILES	NTR1 ag	NTR1 ag cell count 20 µM	Large T inhibition	K1F lysis inhibition	West Nile antiviral	Rac1 GTP hydrolysis	RSV CPE inhibition	SIAH1 antagonists	NS5 inhibitors	AID2073
CC(=O)N1CC23C=CC(CC2CC12CCCCCC2)O3 (stereo not drawn)	0.1	41	-2%	-0.3%	-0.3%	0%	-0.2%	-3%	-8%	-6%
CCOC(=O)c1c(C)[nH]c(=S)c(C#N)c1-c1ccc(OC)cc1	1.2	96	9%	1.6%	-0.7%	11%	3.0%	0%	-13%	4%
Cc1ccc(C(=O)N2CCN(S(=O)(=O)c3ccccc3C#N)CC2)cc1S(=O)(=O)N1CCOCC1	2.5	71	nt	1.0%[50 µM]	nt	6%	3.0%	nt	-7%	nt
NNC(=O)CN1C(c2ccccc2)=Nc2ccc(Br)cc2C1c1ccccc1 (stereo not drawn)	1.5	32	17%	-0.5%	-0.9%	0%	0.0%	1%	-5%	7%
COC(=O)c1c(NC(=O)Cc2cccs2)sc2c1CCCC2	12	55	0%	-0.1%	-0.5%	7%	19%	10%	-3%	-5%
COC(=O)c1ccc(C2c3[nH]c4ccccc4c3C[C@H]3C(=O)N(C)CC(=O)N23)cc1 (stereo partly drawn)	-1.7	97	1%	0.2%	-0.1%	1%	-0.2%	-5%	-2%	9%
CCCN(CCC)S(=O)(=O)c1ccc(Cl)c(OC)c1	-0.5	26	6%	1.1%	-0.4%	0%	1.2%	3%	-16%	0%
CCCCn1c(CN2C(=O)c3ccccc3C2=O)nc2ccccc2c1=O	1.1	72	2%	0.6%	0.3%	5%	1.7%	1%	5%	22%
O=C(NNC(=O)c1cc(-c2ccc(Cl)cc2Cl)nc2ccccc12)Nc1ccccc1	5.5	62	-3%	0.3%[50 µM]	1.0%	5%	61%	-2%	-1%	10%
CC(O)CCC(=O)NCCNC(=O)CCC(C)O (stereo not drawn)	0.2	87	20%	0.0%	-0.2%	9%	1.6%	-3%	-2%	-4%
COc1ccc(C(=O)C2CCCN(C(=O)Cn3cncn3)C2)cc1OC (stereo not drawn)	1.0	58	nt	0.1%	0.6%	6%	-0.4%	-4%	-7%	7%
O=C1OC(N2C(=O)CC[C@H]2C(=O)Nc2ccc(F)c(F)c2)c2ccccc21 (stereo partly drawn)	-0.3	61	3%	-0.6%	0.1%	7%	3.0%	-4%	4%	12%
Cc1c(Br)c([N+](=O)[O-])nn1CC(=O)Nc1ccc2nc3n(c(=O)c2c1)CCCC3	1.4	67	1%	-0.1%	-0.4%	2%	3.5%	1%	6%	1%
CCOC(=O)C1=C(COC(=O)/C=C/c2ccc(OC)cc2OC)NC(=O)NC1C (stereo not drawn)	2.6	60	3%	-1.4%	nt	4%	-1.5%	nt	-6%	nt
O=C1CCN(Cc2nnnn2CC2CCCO2)c2ccccc2N1 (stereo not drawn)	-1.8	42	11%	-1.3%	-0.1%	1%	-0.2%	-5%	-1%	0%
CCOc1ccc(C2/C(=C(\O)c3ccc4c(c3)OCCO4)C(=O)C(=O)N2CCN2CCOCC2)cc1OC (stereo not drawn)	-1.4	48	17%	-0.1%[50 µM]	0.2%	-2%	1.7%	1%	-1%	4%
O=C(O)c1ccc(CNC(=O)c2ccccc2NC(=O)c2ccc([N+](=O)[O-])cc2)cc1	-1.5	86	8%	-1.3%	0.9%	2%	2.3%	0%	-3%	?
Cc1cccc(NC(=O)C2CCCN(S(=O)(=O)c3cccc4cccnc34)C2)c1 (stereo not drawn)	7.9	37	0%	12%	-0.3%	-2%	0.6%	0%	-4%	12%
FC(F)(F)c1cc(-c2ccco2)nc(N2CCOCC2)n1	0.5	50	3%	4.4%[50 µM]	0.2%	0%	2.8%	3%	8%	-4%
CCOC(=O)c1c(NC(=O)c2ccc(C)cc2)sc2c1CC(C)(C)OC2	7.4	58	0%	-0.1%	1.1%	7%	14%	-5%	-1%	16%
CCOC(=O)C1(CCOC)CCN(Cc2cnc(-c3cccc(C)c3)nc2)CC1	0.4	27	1%	-0.7%	-1.0%	13%	-0.1%	-3%	-1%	5%
CCN(CC)C(=O)N1CCN(S(=O)(=O)c2ccc(C)c(C)c2)CC1	2.3	71	1%	-0.3%	0.1%	-8%	1.3%	3%	-11%	25%
C=CCN(CC=C)C(=S)NC(=O)Cc1cccc2ccccc12	2.0	87	11%	-3.3%	-1.1%	6%	-1.3%	11%	-1%	56%
c1ccc2c3c(c(CN4CCCCC4)cc2c1)COC3	0.7	57	9%	nt	-0.2%	nt	0.9%	-8%	nt	4%
Cc1ccc2c(c1)N(CC(=O)NCCc1ccccc1)C(=O)c1cccnc1O2	-2.8	43	nt	-1.1%	-1.0%	4%	2.3%	1%	-3%	-1%
COc1cc(/C=C(\C#N)C(=O)c2c[nH]c3ccccc23)cc(OC)c1O	0.4	56	24%	-0.1%	-0.6%	44µM*	4.6%	8%	?	35%
Cc1c(C(=O)N2CCc3ccccc3C2)oc2ccc(S(=O)(=O)N3CC(C)CC(C)C3)cc12 (stereo not drawn)	4.2	45	10%	-2.3%	-1.9%	3%	5.9%	2%	-5%	10%
COCC(=O)Nc1ccc([N+](=O)[O-])cc1OC	-0.1	53	6%	4.0%	-0.7%	7%	2.2%	-2%	-4%	-1%
CCCCn1c(=S)[nH]c2ccccc2c1=O	0.1	44	10%	2.8%	0.4%	1%	2.9%	4%	-10%	-40%
CCS(=O)(=O)c1ccc2c(c1)N(S(=O)(=O)c1ccc(C)cc1)CC(C(=O)O)O2 (stereo not drawn)	0.5	64	12%	0.7%	0.3%	0%	-0.6%	-2%	-7%	47%
COc1ccc(/C=C2\SC(=Nc3ccccc3)NC2=O)cc1	-1.4	47	11%	nt	-0.1%	nt	7.1%	-6%	nt	7%
C=CCNC(=O)c1c(CSc2ccc(F)cc2)noc1C(=O)NCCC	0.3	113	13%	1.4%	nt	9%	-2.7%	nt	-6%	nt
COc1ccc2c(CC(=O)N3CCc4ccccc43)coc2c1	-0.1	74	4%	3.7%[50 µM]	-0.1%	9%	6.1%	4%	4%	5%
O=C(CN1C(=O)C(=O)N(Cc2ccccc2)C1=O)Nc1ccc(F)c(Cl)c1	1.2	72	12%	0.3%	-0.7%	5%	1.5%	5%	-5%	-6%
COc1cccc(C(=O)NCc2n[nH]c(=S)n2-c2cccc(C)c2)c1	0.4	45	5%	1.0%	-0.5%	7%	0.4%	-2%	-1%	-27%
CCN(CC(=O)Nc1ccc(NC(C)=O)cc1)CC(=O)Nc1ccc(F)c(Cl)c1	-0.1	62	12%	-0.1%	0.0%	8%	2.0%	5%	0%	-3%
S=C(Nc1ccc(Cl)cc1)c1nc2ccccc2[nH]1	0.9	61	10%	?	-1.6%	1%	3.7%	-12%	1%	-6%
COC(=O)[C@]1(C)N[C@H](c2ccc(-c3ccc(OC)cc3)cc2)[C@@H]2C(=O)N(C)C(=O)[C@@H]21	0.4	52	nt	-0.6%	nt	0%	nt	nt	4%	nt
Cc1cc(C)n(CC(=O)NNC(=O)COc2ccc(Cl)cc2Cl)n1	0.8	49	nt	0.8%[50 µM]	nt	7%	0.8%	nt	-9%	nt
O=C(COc1ccccc1)N1c2ccccc2Sc2ccccc21	7.3	80	8%	0.1%	-0.6%	4%	6.9%	0%	4%	2%

Overlap with the part before: 5 compounds, then new ones.
SMILES	NTR1 ag	NTR1 ag cell count 20 µM	Large T inhibition	K1F lysis inhibition	West Nile antiviral	Rac1 GTP hydrolysis	RSV CPE inhibition	SIAH1 antagonists	NS5 inhibitors	AID2073
CCN(CC(=O)Nc1ccc(NC(C)=O)cc1)CC(=O)Nc1ccc(F)c(Cl)c1	-0.1	62	12%	-0.1%	0.0%	8%	2.0%	5%	0%	-3%
S=C(Nc1ccc(Cl)cc1)c1nc2ccccc2[nH]1	0.9	61	10%	?	-1.6%	1%	3.7%	-12%	1%	-6%
COC(=O)[C@]1(C)N[C@H](c2ccc(-c3ccc(OC)cc3)cc2)[C@@H]2C(=O)N(C)C(=O)[C@@H]21	0.4	52	nt	-0.6%	nt	0%	nt	nt	4%	nt
Cc1cc(C)n(CC(=O)NNC(=O)COc2ccc(Cl)cc2Cl)n1	0.8	49	nt	0.8%[50 µM]	nt	7%	0.8%	nt	-9%	nt
O=C(COc1ccccc1)N1c2ccccc2Sc2ccccc21	7.3	80	8%	0.1%	-0.6%	4%	6.9%	0%	4%	2%
Cc1nc2ccccc2nc(C)c1=NOCc1cccc(F)c1	-0.5	63	7%	0.3%	-1.6%	6%	36µM*	12%	-3%	-18%
COc1cccc(C(c2sc3nc(C)nn3c2O)N2CCC3(CC2)OCCO3)c1 (stereo not drawn)	1.3	72	17%	9.2%	-0.1%	1%	0.8%	-1%	1%	-6%
O=C(c1ccccc1SCc1ccc(F)cc1)N1CCOCC1	3.2	39	4%	0.2%	-0.4%	0%	2.4%	-1%	-6%	-12%
COc1ccc(CNc2ncc(-c3ccc(F)cc3)n2C)c2ccccc12	2.0	48	18%	-0.1%	-1.7%	63µM*	5.2%	6%	-3%	12%
O=C(Cc1c(O)c2ccccc2[nH]c1=O)NCc1ccc(F)cc1	-0.5	67	1%	-0.2%	0.0%	3%	1.5%	5%	-3%	10%
O=C(Nc1ccccc1)c1ccc(S(=O)(=O)N2CCC(C(=O)O)CC2)cc1	0.7	55	12%	-0.5%[50 µM]	-0.3%	2%	0.2%	-5%	-5%	6%
CN(CC(=O)Nc1cc(S(=O)(=O)N2CCCC2)ccc1Cl)Cc1ccc2c(c1)OCO2	5.6	53	nt	0.1%[50 µM]	nt	2%	6.1%	nt	3%	nt
Cc1ccccc1OCC(=O)Nc1nc(C)c(C(=O)N(C)C)s1	5.5	66	7%	1.9%[50 µM]	-0.5%	6%	3.4%	5%	-6%	14%
COc1ccc(N(CC(=O)Nc2cc(Cl)ccc2OC)C2=NC3CS(=O)(=O)CC3S2)cc1 (stereo not drawn)	4.9	53	9%	6.8%	-0.6%	3%	1.8%	3%	-3%	7%
Cc1nn(C)c(C)c1NC(=O)c1cc2nc(-c3ccco3)cc(C(F)(F)F)n2n1	-0.5	48	2%	1.4%	-0.4%	4%	0.4%	-2%	-10%	8%
